GAA glycogen mod – qHTS Assay for Inhibitors and Activators of Human alpha-Glucosidase Cleavage of Glycogen; Lysosomal alpha-glucosidase (Homo sapiens), P10253; AID 2100, 2009; 0.38% of 300,000 active; Potency, µM (series often up to 76.4 µM), for inactives: at the top dose activity change, negative = inhibition, actives largely listed as inhibitors; recombinant GAA, glycogen substrate, Amplex Red glucose oxidase fluorescence;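 also: 0% = full enzyme reaction and -100% = no-enzyme basal signal; the screen sought inhibitors and activators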
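Recombinant human enzyme (4 nM); glycogen substrate; 37 C, 40 min, pH 5.0. Readout: coupled glucose oxidase/Amplex Red fluorescence.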
ALDH1A1 inh – qHTS Assay for Inhibitors of Aldehyde Dehydrogenase 1 (ALDH1A1) | Aldehyde dehydrogenase 1A1 (Homo sapiens), P00352 | Potency, µM (top dose mostly 75.3 µM), for inactives: top-dose activity, negative = inhibition, hits mostly inhibitors | Purified ALDH1A1, NADH fluorescence, propionaldehyde substrate | 7.3% of 220,000 active | AID 1030, 2008; active = well fitted inhibition curve with a large enough effect, not every such curve was filed as active; inconclusive = small, poorly fitted or top-dose-only effect, or another doubt; inactive = no such curve, though single readings can be large or run the other way;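 also: plate controls were no enzyme wells and a reference inhibitor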
Target sequence (P00352 whole entry, looked up): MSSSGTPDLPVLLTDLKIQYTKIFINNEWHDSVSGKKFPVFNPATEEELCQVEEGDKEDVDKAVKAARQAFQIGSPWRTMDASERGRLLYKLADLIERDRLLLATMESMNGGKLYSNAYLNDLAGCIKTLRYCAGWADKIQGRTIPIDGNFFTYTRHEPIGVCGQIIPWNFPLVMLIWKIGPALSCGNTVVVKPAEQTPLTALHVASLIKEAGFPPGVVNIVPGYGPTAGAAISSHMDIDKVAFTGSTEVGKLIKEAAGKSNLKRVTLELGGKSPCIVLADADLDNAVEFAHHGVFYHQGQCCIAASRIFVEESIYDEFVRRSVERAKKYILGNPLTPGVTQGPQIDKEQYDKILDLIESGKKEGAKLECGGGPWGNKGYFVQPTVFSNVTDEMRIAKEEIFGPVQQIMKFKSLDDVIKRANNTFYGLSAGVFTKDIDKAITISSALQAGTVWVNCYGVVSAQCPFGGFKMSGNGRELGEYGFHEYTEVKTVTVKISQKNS
SMN2 splice up – qHTS Assay for Enhancers of SMN2 Splice Variant Expression | 2.8% of 210,000 active | HEK293 SMN2-luciferase splicing reporter, luminescence, 30-36 h | Potency, µM (doses to about 46.1 µM), without a hit: top-dose activity change, positive = activation, actives largely listed as activators | AID 1458, 2008; also: % of control where 0% means no effect; nearly all actives have a fitted effect of over 55% in size
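HEK293 cells carry an SMN2 […]–luciferase reporter in which exon 7 inclusion puts luciferase in frame. Cells were plated 10-12 h before compound addition, then incubated 30-36 h at 37C. ONE-Glo luminescence was read; sodium butyrate at 4.5 mM final served as control.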
GAA spleen mod – qHTS Assay for Inhibitors and Activators of Human alpha-Glucosidase From Spleen Homogenate. AID 2112, 2009. 0.006% of 240,000 active. human spleen homogenate, 4-MU-alpha-glucoside fluorescence. Lysosomal alpha-glucosidase (Homo sapiens), P10253. Potency, µM (doses to about 79.9 µM), for the others: at the top dose activity change, negative = inhibition, actives largely listed as inhibitors;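 also: 0% = enzyme with vehicle and -100% = no enzyme basal signal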
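Enzyme source: human spleen homogenate, 1 ug/well. Buffer 50 mM citric acid/K phosphate pH 5.0, 0.01% Tween-20. 4-MU-alpha-glucoside 1 mM; 37 C x 40 min; NaOH/glycine stop; fluorescence.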
JMJD2E inh – qHTS Assay for Inhibitors of Human Jumonji Domain Containing 2E (JMJD2E). 1.6% of 230,000 active. JMJD2E catalytic domain, FDH-coupled NADH fluorescence (FDH is formaldehyde dehydrogenase). Potency, µM (highest dose often 57.1 µM), for inactives: at the highest dose activity change, negative = inhibition, most hits filed as inhibitors. Lysine-specific demethylase 4E (Homo sapiens), B2RXH2; active = well fitted inhibition curve with a large enough effect, not every such curve was filed as active; inconclusive = small, poorly fitted or top-dose-only effect, or another doubt; inactive = no such curve, though single readings can be large or run the other way;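 also: 0% = wells with enzyme and -100% = buffer wells without enzyme; nearly all actives have a fitted effect of over 50% in size; many of its hits are not listed in these tables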
Target sequence (B2RXH2 1-337 limits assumed): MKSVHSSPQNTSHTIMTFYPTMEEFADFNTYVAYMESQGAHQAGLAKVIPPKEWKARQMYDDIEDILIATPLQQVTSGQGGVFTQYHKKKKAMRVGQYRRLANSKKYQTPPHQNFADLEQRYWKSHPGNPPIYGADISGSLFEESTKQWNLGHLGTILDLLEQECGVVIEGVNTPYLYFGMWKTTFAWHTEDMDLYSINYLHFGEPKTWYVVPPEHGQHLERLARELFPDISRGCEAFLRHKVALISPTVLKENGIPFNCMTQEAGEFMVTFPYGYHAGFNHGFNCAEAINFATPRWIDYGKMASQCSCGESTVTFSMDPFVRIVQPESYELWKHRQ
GAA inhib – qHTS Assay for Inhibitors of Human alpha-Glucosidase as a Potential Chaperone Treatment of Pompe Disease | Lysosomal alpha-glucosidase (Homo sapiens), P10253 | purified human GAA, 4-MU-alpha-glucoside fluorescence | 0.005% of 200,000 active | Potency, µM (top dose mostly 76.9 µM), without a hit: at the highest dose activity change, negative = inhibition, hits mostly inhibitors;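 also: plate controls were uninhibited enzyme wells for no effect and no-enzyme background for full effect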
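Activity normalized between no-enzyme (basal) and enzyme-only wells. Conditions: 4 nM human enzyme, 400 uM fluorogenic substrate, citrate/phosphate pH 5.0 with Tween-20, 20 min room temperature, compounds up to 77 uM.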
RGS12 GoLoco inh – qHTS Assay for Inhibitors of RGS12 GoLoco Motif Activity (Red Fluorophore) | Gai1:RGS12 GoLoco peptide FP, rhodamine, 10 min | AID 880, 2007 | Potency, µM (highest dose often 61.6 µM), for inactives: at the top dose activity, negative = inhibition, usual class: inhibitors | 0.44% of 230,000 active; active = well fitted inhibition curve with a large enough effect, not every such curve was filed as active; inactive = no such curve, though single readings can be large or run the other way; also: % is scaled to controls: 0 for no effect and ±100 for the full control effect; nearly all actives have a fitted effect of over 30% in size; many of its hits are not listed in these tables
GLA spleen mod – qHTS Assay for Inhibitors and Activators of Human alpha-Galactosidase From Spleen Homogenate | Alpha-galactosidase A (Homo sapiens), P06280 | human spleen homogenate, 4MU-alpha-Gal fluorescence, 40 min | Potency, µM (top dose mostly 80 µM), for inactives: at the top dose activity change, negative = inhibition, most hits filed as inhibitors | 0.008% of 240,000 active;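 also: 0% = enzyme with vehicle and -100% = no enzyme basal signal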
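qHTS titration in buffer at pH 5.0. Alpha-galactosidase activity in spleen homogenate was measured via 4-methylumbelliferone release from 1 mM fluorogenic substrate after 40 min at 37C and a pH 10 stop. AC50 came from Hill fits of control-normalized data.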
* = called active by the depositor; ? = inconclusive; · = no result given; [ ] = remark or other dose. Unless noted, calls follow the shape of the dose curve; as a rule, active = well fitted curve in the direction sought with a large enough effect; inconclusive = small, poorly fitted or top-dose-only effect, or another doubt; inactive = no such curve, though single readings can be large; an effect the other way counts as inactive or inconclusive. Potency is read from the fitted curve at half-maximal effect.

SMILES	GAA glycogen mod	ALDH1A1 inh	SMN2 splice up	GAA spleen mod	JMJD2E inh	GAA inhib	RGS12 GoLoco inh	GLA spleen mod
CS(=O)(=O)N1N=C(c2ccc(Br)cc2)CC1c1cccs1 (stereo not given)	-1%	-14%	29%	5%	2%	-2%	6%	4%
C=C(C)C1CC=C(C)/C(=N\NC(=O)CCC(=O)Nc2ccc(C)c(C)c2)C1 (stereo not given)	-4%	·	·	-3%	10%	·	5%	4%
COc1ccccc1N(C)S(=O)(=O)c1ccc(C(=O)OCC(=O)NCC(F)(F)F)cc1	-6%	0%	·	3%	3%	-4%	1%	-1%
Cn1cc(C(=O)c2ccccc2)cc1-c1nc2ccccc2n1C	5%	-14%	-10%	-4%	-25%	-10%	4%	-16%
O=C(C[n+]1cccc(CNC(=O)c2ccc(OC(F)F)cc2)c1)Nc1ccc(F)cc1	-1%	-1%	19%	-17%	-7%	-5%	4%	-21%
CCC(C)(C)n1nnnc1CN1CCC(NC(=O)c2ccc(Br)cc2)CC1	-5%	5µM*	-95%[inhibitor]	-3%	6%	2%	0%	0%
Cc1cc(NC(=O)c2ccccc2F)nc2c1c(=O)oc1ccccc12	-9%	15%	-12%	2%	9%	-4%	3%	-5%
CCCCCCn1c(=O)[nH]c2nc3cc(N)c(C)cc3nc2c1=O	-3%	-1%	-79%[inhibitor]	-3%	0%	-3%	-28%	6%
COc1ccc(-n2cnc3cc([N+](=O)[O-])ccc32)cc1	-9%	-10%	-9%	5%	6%	7%	3%	5%
C=CCNC(=O)C12CC3CC(C1)CC(C(=O)NCC=C)(C3)C2	5%	1%	-1%	6%	-3%	-10%	-5%	4%
CCc1ccc(C2CC(c3cccc(OC)c3)n3nc(N)nc3N2)cc1 (stereo not given)	4%	-3%	-3%	-1%	0%	-1%	11%	-25%
S=c1[nH]nc(CN2CCCCC2)n1-c1ccc(Cl)cc1	4%	-2%	23%	-4%	-8%	-4%	0%	-13%
CCOC(=O)C1CCN(S(=O)(=O)c2cccc(-c3cn4ccccc4n3)c2)CC1	-21%	?	-20%	-1%	?	-19%	-6%	12%
O=c1[nH]nc(CNc2ccc(O)cc2)c2ccccc12	?	?	-3%	0%	?	-4%	-29%	2%
O=C(Nc1ccc(F)cc1)N(Cc1ccco1)Cc1cc2cc3c(cc2[nH]c1=O)OCO3	-9%	?	-65%[inhibitor]	-1%	?	-6%	1%	6%
Cc1cccc(NC(=O)CSCc2c(C)noc2C)c1C	-10%	?	-7%	-3%	-3%	1%	2%	20%
CCOC(=O)NC(=O)COC(=O)c1ccc(O)cc1	2%	7%	7%	-6%	-3%	-1%	3%	1%
Cc1ccc(S(=O)(=O)/N=C(\N)Nc2nc(C)c3ccc(C)cc3n2)cc1	0%	9%	-19%	-3%	?	-3%	9%	-17%
CN(c1ccc(C(=O)O)cc1)S(=O)(=O)c1ccccc1	-2%	2%	-11%	0%	-2%	0%	5%	-1%
CCn1nc(C)c(Br)c1Nc1ccc(Br)cc1	-18%	6%	1%	1%	-6%	?	3%	3%
COC(=O)c1cnc(N2CCCN(S(=O)(=O)c3ccccc3)CC2)nc1C(F)(F)F	-9%	?	·	4%	?	-3%	6%	2%
CC[n+]1ccccc1/C=C/Nc1ccccc1	-10%	7%	·	2%	18µM*	-3%	7%	-18%
CC(=O)Oc1ccc2c(C)c(CC(C)O)c(=O)oc2c1 (stereo not given)	9%	?	·	?	?	?	·	?
O=C(CN1C(=O)C2CC=CCC2C1=O)Nc1ccc(S(=O)(=O)NC2=NCCCCC2)cc1 (stereo not given)	9%	-9%	1%	-12%	-5%	-9%	9%	15%
CCOc1ccc(N(CC(=O)NC2CCCCCC2)S(=O)(=O)c2c(C)[nH]c(=O)[nH]c2=O)cc1	-1%	1%	9%	-3%	3%	-1%	5%	2%
COC(=O)c1cc(NC(=O)c2ccco2)ccc1N1CCOCC1	11%	-6%	·	-2%	-3%	6%	-3%	3%
CCCCN1Cc2cc(C(=O)c3cc(OC)ccc3O)cnc2NC1=O	-6%	?	-15%	8%	-6%	-1%	4%	-10%
CCc1nc2ccccc2n1Cc1ccc(F)cc1	0%	9%	-22%	·	10%	-6%	-2%	-3%
COc1ccc(C2C(C(=O)Nc3ccccc3OC)=C(C)Nc3ncnn32)cc1 (stereo not given)	14%	14µM*	-14%	6%	6%	-3%	1%	0%
COc1ccc(CCC(=O)OCC(=O)c2ccc(C)cc2)cc1	-8%	-4%	7%	-1%	6%	1%	3%	2%
Cc1cc(C)n(Cc2cnc(N3CCOCC3)s2)n1	-7%	1%	-1%	-7%	3%	6%	9%	-1%
O=c1[nH]n(-c2ccccc2)c(=O)c2ccccc12	10%	7%	-2%	-8%	11%	2%	-1%	-8%
Cc1nc(C)c(C(=O)C2=C(O)C(=O)N(CCN(C)C)C2c2ccco2)s1 (stereo not given)	5%	·	·	3%	-18%	·	-6%	10%
COc1ccc2cc(C3(C)NC(=O)N(CC(=O)NCCC4=CCCCC4)C3=O)ccc2c1 (stereo not given)	-8%	-7%	-8%	-4%	0%	0%	15%	-7%
CCc1ccccc1NC(=O)CN(c1cccc(OC)c1)S(C)(=O)=O	-2%	0%	15%	-6%	1%	6%	4%	1%
C=CCn1c(Cc2c(C)[nH]c3ccccc23)nnc1SCC(=O)NCc1ccc(F)cc1	-3%	-2%	-9%	0%	-19%	1%	6%	-3%
CCOc1cc(CNCCc2ccc(S(N)(=O)=O)cc2)cc(Cl)c1OCc1ccccc1	-9%	8%	-45%[inhibitor]	-1%	0%	-4%	6%	1%
CCSc1nnc(-c2ccccc2N=Cc2c(C)[nH]n(-c3ccccc3)c2=O)c(=O)[nH]1	9%	-5%	5%	-5%	-4%	-27%	5%	1%
CC(C)Nc1ncnc2c1cnn2-c1ccc(Cl)cc1	-7%	-2%	1.3µM*	5%	?	-1%	11%	7%
COc1ccc(OC)c(CN2CCN(c3ccccc3OC)CC2)c1	3%	-10%	-13%	-6%	?	0%	-1%	-2%
CCOC(=O)c1cc2occc2n1CC(=O)NCCOC	1%	-7%	-2%	-10%	14%	2%	10%	-14%
CCOC(=O)C1=C(Nc2ccc(OC)cc2)OCC1=O	-4%	-17%	·	3%	-20%	-11%	4%	3%
COc1cccc(CC(=O)Nc2nc3c(s2)C(=O)CC(C)(C)C3)c1	3%	1.3µM*	-11%	-1%	6%	1%	-11%	9%
C=CCN1C(=O)/C(=c2\sc3nc(=O)c(Cc4ccccc4Cl)nn3c2=O)c2ccccc21	-5%	3.5µM*	·	1%	-7%	-1%	-12%	-3%
CN1CCN(c2ccccc2NC(=O)COc2ccc(Br)cc2)CC1	9%	9%	6%	0%	-7%	?	-11%	4%
Cc1cccc2cc(CN(Cc3ccc(F)cc3)C(=O)N(C)C)c3nnnn3c12	-5%	-15%	-10%	4%	1%	-7%	0%	0%
CCCOc1ccc(CNCCCOCC)cc1OC	-14%	-11%	-5%	-1%	?	5%	-8%	-1%
O=C(NC(=S)Nc1cccc(CO)c1)c1ccc(-c2ccccc2)cc1	3%	13µM*	?	-2%	-2%	-9%	-4%	-3%
N/C(CSc1ccc(Cl)cc1)=N\S(=O)(=O)c1ccc(Cl)cc1	3%	?	·	-2%	3%	?	-2%	1%
CC(=O)Nc1ccc(OCC(O)Cn2c3ccccc3c3ccccc32)c(C)c1 (stereo not given)	1%	3%	-9%	-15%	2%	-11%	4%	-2%
Further records
SMILES	GAA glycogen mod	ALDH1A1 inh	SMN2 splice up	GAA spleen mod	JMJD2E inh	GAA inhib	RGS12 GoLoco inh	GLA spleen mod
Nc1ccc2oc3ccc(N)cc3c(=O)c2c1	0%	-7%	?	-12%	1%	-1%	-8%	2%
COc1ccc(S(=O)(=O)N2CC=C(C(=O)Nc3ccc(NC(C)=O)cc3)CC2)cc1	-2%	6%	-14%	4%	12%	-5%	-3%	9%
Cc1ccc(C)c(NC(NC(=O)c2ccccn2)C(Cl)(Cl)Cl)c1 (stereo not given)	-7%	1%	·	5%	3%	7%	8%	-2%
COc1cc(C)c(S(=O)(=O)N2CCN=C2c2ccccc2)cc1C	2%	-1%	-1%	-2%	-2%	0%	0%	1%
C/C(=C\C(=O)Nc1cc(C)on1)c1ccccc1	0%	1%	?	4%	2%	1%	-2%	1%
CCOC(=O)N1CCN(C(=O)c2ccccc2CCc2ccccc2)CC1	5%	6.3µM*	-17%	-6%	-3%	-16%	-1%	-1%
O=C1CC(c2ccccc2)=Nc2ccccc2N1	-1%	?	-8%	-3%	5%	-2%	-3%	-10%
COc1ccc(NC(=O)N/C=C/c2ccc(Cl)cc2)cc1	-12%	?	4%	-2%	-3%	8%	6%	1%
CC1(NC(=S)NCCO)CCS(=O)(=O)C1 (stereo not given)	11%	7%	13%	-1%	5%	-22%	-1%	1%
COc1cc(/C=N\Nc2cc(=O)n(C)c(=O)n2C)ccc1O	-7%	?	-1%	-5%	?	-7%	5%	-3%
COc1ccc(C)cc1-n1nnnc1SC/C(O)=C(\C#N)c1nc2ccccc2[nH]1	4%	?	-15%	-8%	1%	?	44%[activator]	-1%
CCOc1ccccc1-n1nnnc1SCC(=O)NC(=O)Nc1ccc2c(c1)OCCO2	-3%	13µM*	-15%	-5%	-1%	-13%	2%	-1%

Entries listed above printed as active in SMN2 splice up.
| mol | GAA glycogen mod | ALDH1A1 inh | SMN2 splice up | GAA spleen mod | JMJD2E inh | RGS12 GoLoco inh |
| --- | --- | --- | --- | --- | --- | --- |
| CC(C)Nc1ncnc2c1cnn2-c1ccc(Cl)cc1 | -7% | -2% | 1.3µM* | 5% | ? | 11% |

Compound activity: PubChem BioAssay, National Center for Advancing Translational Sciences (NCATS)

These rows are one share of the data; rates above refer to the full screens.
